Screening data as filed in PubChem.
mHTT CaM bind = inhibitors of human mutant huntingtin-calmodulin interaction. 190,000 tested, 3.6% active. AID 1671202. AlphaScreen His-mHTT/GST-CaM binding, luminescence. P42858. inhibition, % at 15 µM;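 note: 0% = both proteins with DMSO and 100% = one protein alone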
Target sequence (P42858 whole entry, looked up, stated change not applied): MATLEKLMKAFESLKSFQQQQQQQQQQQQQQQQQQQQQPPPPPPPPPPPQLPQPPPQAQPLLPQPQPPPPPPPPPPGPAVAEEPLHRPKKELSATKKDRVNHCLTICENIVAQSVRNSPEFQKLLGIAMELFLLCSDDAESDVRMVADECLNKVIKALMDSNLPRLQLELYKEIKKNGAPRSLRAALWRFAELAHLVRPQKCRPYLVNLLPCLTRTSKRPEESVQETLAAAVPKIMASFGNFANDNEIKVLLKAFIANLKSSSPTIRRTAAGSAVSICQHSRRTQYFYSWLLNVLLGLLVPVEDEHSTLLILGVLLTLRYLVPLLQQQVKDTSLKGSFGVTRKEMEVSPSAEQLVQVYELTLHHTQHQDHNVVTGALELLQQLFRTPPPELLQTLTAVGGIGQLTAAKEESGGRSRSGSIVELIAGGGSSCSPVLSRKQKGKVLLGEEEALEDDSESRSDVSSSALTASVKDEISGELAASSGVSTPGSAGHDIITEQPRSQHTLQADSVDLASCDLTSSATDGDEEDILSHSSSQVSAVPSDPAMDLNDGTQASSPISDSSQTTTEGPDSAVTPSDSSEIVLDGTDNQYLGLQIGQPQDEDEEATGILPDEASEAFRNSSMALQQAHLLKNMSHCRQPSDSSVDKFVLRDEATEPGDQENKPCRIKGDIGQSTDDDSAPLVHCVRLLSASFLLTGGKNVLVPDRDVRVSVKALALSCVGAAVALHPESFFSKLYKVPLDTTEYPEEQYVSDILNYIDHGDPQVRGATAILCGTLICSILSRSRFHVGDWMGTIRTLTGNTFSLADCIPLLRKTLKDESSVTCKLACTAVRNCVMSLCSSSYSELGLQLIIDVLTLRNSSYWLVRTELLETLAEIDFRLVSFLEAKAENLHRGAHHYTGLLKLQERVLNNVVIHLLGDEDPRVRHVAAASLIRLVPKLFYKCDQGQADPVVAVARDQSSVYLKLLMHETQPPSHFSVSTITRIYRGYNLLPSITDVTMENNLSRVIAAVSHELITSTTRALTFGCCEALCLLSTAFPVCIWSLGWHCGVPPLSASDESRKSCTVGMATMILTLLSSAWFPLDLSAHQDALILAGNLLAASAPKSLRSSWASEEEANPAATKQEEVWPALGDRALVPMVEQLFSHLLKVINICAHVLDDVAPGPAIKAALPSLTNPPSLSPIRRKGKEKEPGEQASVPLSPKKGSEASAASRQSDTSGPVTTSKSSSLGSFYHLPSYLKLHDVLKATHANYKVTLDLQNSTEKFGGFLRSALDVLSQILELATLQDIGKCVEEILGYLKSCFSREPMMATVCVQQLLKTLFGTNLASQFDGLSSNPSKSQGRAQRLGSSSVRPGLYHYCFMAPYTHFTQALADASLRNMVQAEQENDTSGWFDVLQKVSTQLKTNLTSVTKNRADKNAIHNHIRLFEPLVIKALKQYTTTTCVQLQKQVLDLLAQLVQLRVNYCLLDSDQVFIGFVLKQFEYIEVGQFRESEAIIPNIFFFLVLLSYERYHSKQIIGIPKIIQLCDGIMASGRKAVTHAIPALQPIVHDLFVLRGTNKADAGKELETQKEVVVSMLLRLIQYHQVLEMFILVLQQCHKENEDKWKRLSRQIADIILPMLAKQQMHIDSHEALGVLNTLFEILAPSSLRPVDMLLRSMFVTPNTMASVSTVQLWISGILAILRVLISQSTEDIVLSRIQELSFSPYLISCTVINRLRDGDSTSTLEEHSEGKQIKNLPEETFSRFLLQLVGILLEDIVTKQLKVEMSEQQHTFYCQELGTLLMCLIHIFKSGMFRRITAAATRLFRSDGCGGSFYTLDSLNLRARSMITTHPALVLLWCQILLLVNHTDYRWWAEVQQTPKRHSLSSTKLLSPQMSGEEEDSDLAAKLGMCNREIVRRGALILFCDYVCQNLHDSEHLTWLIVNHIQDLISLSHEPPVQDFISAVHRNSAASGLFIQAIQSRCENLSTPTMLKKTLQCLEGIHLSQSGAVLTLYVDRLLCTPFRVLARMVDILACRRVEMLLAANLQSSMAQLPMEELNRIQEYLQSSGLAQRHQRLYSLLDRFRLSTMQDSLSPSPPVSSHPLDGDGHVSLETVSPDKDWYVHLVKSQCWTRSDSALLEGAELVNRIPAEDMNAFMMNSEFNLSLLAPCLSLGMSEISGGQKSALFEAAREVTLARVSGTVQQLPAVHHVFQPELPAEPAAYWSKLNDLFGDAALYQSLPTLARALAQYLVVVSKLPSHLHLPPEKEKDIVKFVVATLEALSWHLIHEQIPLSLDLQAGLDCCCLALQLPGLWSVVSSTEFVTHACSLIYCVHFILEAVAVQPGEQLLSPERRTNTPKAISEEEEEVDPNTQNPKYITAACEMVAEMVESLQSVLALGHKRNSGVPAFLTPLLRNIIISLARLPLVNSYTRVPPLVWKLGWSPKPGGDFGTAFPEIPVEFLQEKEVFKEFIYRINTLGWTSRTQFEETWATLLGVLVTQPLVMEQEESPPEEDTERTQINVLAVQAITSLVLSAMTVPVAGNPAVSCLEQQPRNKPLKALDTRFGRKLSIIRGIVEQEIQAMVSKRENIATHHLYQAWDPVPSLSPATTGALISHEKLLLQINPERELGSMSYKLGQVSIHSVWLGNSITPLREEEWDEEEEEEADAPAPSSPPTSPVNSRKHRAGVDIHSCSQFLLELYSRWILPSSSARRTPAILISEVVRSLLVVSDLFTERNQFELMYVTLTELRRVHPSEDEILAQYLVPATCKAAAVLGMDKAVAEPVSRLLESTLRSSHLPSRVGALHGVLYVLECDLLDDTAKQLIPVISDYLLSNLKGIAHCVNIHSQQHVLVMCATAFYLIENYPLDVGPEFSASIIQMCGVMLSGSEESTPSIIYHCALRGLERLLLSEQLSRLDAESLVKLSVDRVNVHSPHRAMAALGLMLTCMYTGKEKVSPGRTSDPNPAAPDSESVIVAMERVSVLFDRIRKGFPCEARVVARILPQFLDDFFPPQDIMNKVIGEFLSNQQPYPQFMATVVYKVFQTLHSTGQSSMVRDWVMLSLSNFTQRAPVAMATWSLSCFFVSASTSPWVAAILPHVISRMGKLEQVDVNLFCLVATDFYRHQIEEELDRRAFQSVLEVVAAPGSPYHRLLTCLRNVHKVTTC
Pf apPOL inh = Pf-apPOL DNA polymerase inhibition. Recombinant Pf-apPOL, molecular beacon fluorescence, 1.5 h. inhibition, % at 10 µM. AID 1794808. 210,000 tested, 0.25% active
An asterisk follows results filed as active; & = joins results of further samples. Cut-off read from the data, not from the text of the source: active = inhibition above about 50%; inactive = the rest. Rows were taken by chance; 3.6% or so of the library scored in one or more.

CCCNC(=O)c1ccc(C)c([N+](=O)[O-])c1 was read as mHTT CaM bind -2.4 and Pf apPOL inh 6.6.
For Cn1c(=O)c2c(nc3n(Cc4ccccc4)c(-c4ccc(Br)cc4)cn23)n(C)c1=O the results were mHTT CaM bind 4.0 and Pf apPOL inh -8.9.
CC(C)N1CCN(C(=O)C2CCCN(c3cnn(Cc4ccccc4)c(=O)c3)C2)CC1 (centres undefined) was read as mHTT CaM bind -0.7 and Pf apPOL inh -4.1.
For CCc1nc(C)c2c(n1)N(Cc1ccncc1)C(=O)CC2 the results were mHTT CaM bind 6.5 and Pf apPOL inh 8.5.
CCOc1ccc(C(=O)N2CC(=O)Nc3ccc(F)cc3C2c2ccccc2)cc1OCC (centres undefined) was read as mHTT CaM bind 25.0 and Pf apPOL inh -3.7.
Screening N#CCNC(=O)c1nn2c(C(F)(F)F)cc(-c3ccccc3)nc2c1Br returned mHTT CaM bind 1.0 and Pf apPOL inh -3.6.
For CCOCCCNC(=O)C1CCCN(c2ncc(-c3ccc(F)cc3)cn2)C1 (centres undefined) the results were mHTT CaM bind 1.2 and Pf apPOL inh 7.5.
Screening C=CC[C@H]1CC(C)=C[C@@H](CC=C)N1 returned mHTT CaM bind -11.9.
For CC(=O)Nc1ccc(S(=O)(=O)n2nc(C)cc2C)cc1 the results were mHTT CaM bind -2.4 and Pf apPOL inh -13.6.
CCCOc1ccc(N2CC(C(=O)Nc3cccc(Cl)c3Cl)CC2=O)cc1 (centres undefined) was read as mHTT CaM bind 2.0 and Pf apPOL inh -6.0.
O=C(c1ccco1)N1CCN(Cc2ccc(F)c(F)c2)CC1 was read as mHTT CaM bind -2.5 and Pf apPOL inh 9.6.
`Cc1cccc(C(=O)N2CCC(N3CCN(Cc4ccccc4)C3=O)CC2)c1` gave mHTT CaM bind 5.4 and Pf apPOL inh -4.7.

Reprinted from above for reference:
CCCNC(=O)c1ccc(C)c([N+](=O)[O-])c1 was read as mHTT CaM bind -2.4 and Pf apPOL inh 6.6.
For Cn1c(=O)c2c(nc3n(Cc4ccccc4)c(-c4ccc(Br)cc4)cn23)n(C)c1=O the results were mHTT CaM bind 4.0 and Pf apPOL inh -8.9.
CC(C)N1CCN(C(=O)C2CCCN(c3cnn(Cc4ccccc4)c(=O)c3)C2)CC1 (centres undefined) was read as mHTT CaM bind -0.7 and Pf apPOL inh -4.1.
For CCc1nc(C)c2c(n1)N(Cc1ccncc1)C(=O)CC2 the results were mHTT CaM bind 6.5 and Pf apPOL inh 8.5.
CCOc1ccc(C(=O)N2CC(=O)Nc3ccc(F)cc3C2c2ccccc2)cc1OCC (centres undefined) was read as mHTT CaM bind 25.0 and Pf apPOL inh -3.7.

More entries
For FC(F)(F)c1cc(-c2cccs2)nc(-n2cncn2)n1 the results were mHTT CaM bind -1.0 and Pf apPOL inh 1.3.
CSc1ccccc1NC(=O)CC1CSc2nccc(=O)n21 (centres undefined) was read as mHTT CaM bind -15.0 and Pf apPOL inh 5.0.
`O=C(NC1CCCCC1)N1CCN(Cc2nc3cccnc3n2-c2cccc(F)c2)CC1` gave mHTT CaM bind 0.3 and Pf apPOL inh -1.0.
O=C(CNC(=O)c1ccccc1)OCc1cc(-c2cccs2)on1 was read as mHTT CaM bind -6.7 and Pf apPOL inh -1.8.
COc1ccccc1C1(CNC(=O)Nc2cccc(Cl)c2)CCOCC1 was read as mHTT CaM bind -0.8 and Pf apPOL inh -5.1.
For COc1ccc(C[n+]2cccc(C(=O)Nc3c(C)cccc3C)c2)cc1OC the results were mHTT CaM bind -6.0 and Pf apPOL inh -1.8.
Screening O=C(C[n+]1cccc(/C=N/O)c1)N1CCCc2ccccc21 returned mHTT CaM bind inactive and Pf apPOL inh -6.1.
Screening COc1cc(NC(=O)N2CCOc3ccccc32)cc(OC)c1OC returned mHTT CaM bind 5.2 and Pf apPOL inh -11.3.
`O=C1OC(c2ccc(Cl)c([N+](=O)[O-])c2)=N/C1=C\c1cccc(F)c1` gave mHTT CaM bind 3.0 and Pf apPOL inh 4.0.
`O=C(Cc1cccc2ccccc12)Nc1ccc2c(c1)C(=O)NCCO2` gave mHTT CaM bind 20.1 and Pf apPOL inh -2.4.
For O=C(c1ccccc1)N1CCOC(COc2ccc3c(c2)OCO3)C1 (centres undefined) the results were mHTT CaM bind 2.9 and Pf apPOL inh -0.1.
`CCOC(=O)Cc1csc(NS(=O)(=O)c2cn(C)cn2)n1` gave Pf apPOL inh -3.1.
`CCn1c(C2CCN(C(=O)Nc3cc(Cl)cc(Cl)c3)CC2)cc(=O)n2nccc12` gave mHTT CaM bind 5.0 and Pf apPOL inh 0.9.
`COc1cccc2cc(C(=O)Nc3nccs3)c(=Nc3ccc(C)cc3C)oc12` gave mHTT CaM bind 1.0 and Pf apPOL inh -1.4.
For O=C(CSc1nnnn1-c1ccccc1)Nc1ccccc1C(=O)O the results were mHTT CaM bind -9.1 and Pf apPOL inh -0.3.
Screening COc1ccccc1C(=O)Nc1ccc2c(c1)OCO2 returned mHTT CaM bind -1.5 and Pf apPOL inh 6.5.
`Cc1ccc(CN2CCCC(CO)C2)cc1` (centres undefined) gave mHTT CaM bind -11.6 and Pf apPOL inh -0.4.
`COc1cccc(NC(=O)CSc2nc3nc(C)c(Cc4ccc(C)cc4)c(C)n3n2)c1` gave mHTT CaM bind 21.0 and Pf apPOL inh -0.7.
Screening O=C(Nc1ccccc1F)c1ccnc(N2CCC(C(=O)Nc3ccc(F)cc3)CC2)c1 returned mHTT CaM bind -0.6 and Pf apPOL inh 2.1.
Cc1nn(C(=O)C2CCCN2S(=O)(=O)c2ccccc2)c(C)c1Sc1ccccc1 (centres undefined) was read as mHTT CaM bind 13.0 and Pf apPOL inh 3.1.
`CCC(=O)N1CCN(c2nc3c(s2)CC(C(=O)NCc2cccc(OC)c2)CC3)CC1` (centres undefined) gave mHTT CaM bind 10.4 and Pf apPOL inh -0.9.
Screening C=CCn1nnc(NCc2ccc(-c3ccc(Br)cc3)o2)n1 returned mHTT CaM bind 10.9 and Pf apPOL inh -4.3.
Screening O=C(NN=Cc1ccc(C(F)(F)F)cc1)Nc1cc(C(F)(F)F)cc(C(F)(F)F)c1 returned Pf apPOL inh -1.0&-9.0.
Screening CCN(CC)S(=O)(=O)c1ccc(C(=O)Nc2c3c(nn2-c2ccccc2)CSC3)cc1 returned mHTT CaM bind 41.0 and Pf apPOL inh -9.8.
`O=C(Nc1nnc(N=Cc2ccc([N+](=O)[O-])s2)s1)c1ccc([N+](=O)[O-])cc1` gave mHTT CaM bind -4.0 and Pf apPOL inh -7.5.
Screening Cc1ccsc1CN1CCc2nc(Nc3ccc(F)cc3)ncc2C1 returned mHTT CaM bind 12.1 and Pf apPOL inh -5.7.
`O=C(Nc1ccc(N2CCCC2)cc1)c1sc2ccccc2c1Cl` gave mHTT CaM bind 22.4 and Pf apPOL inh -6.9.
Screening CCCNC(=O)N1CCC(N2CCN(Cc3ccc(C)cc3)C2=O)CC1 returned mHTT CaM bind -1.6 and Pf apPOL inh 0.5.
Cc1ccnc(NC(=O)c2cccc(Cl)c2)c1 was read as mHTT CaM bind -12.0 and Pf apPOL inh -6.2.
For Cc1cccc(C(=O)Nc2nc3ccc(S(C)(=O)=O)cc3s2)c1 the results were mHTT CaM bind -2.3 and Pf apPOL inh 2.1.
Cc1ccc(NC(=O)c2c(Br)sc3c2CCCC3)cc1 was read as mHTT CaM bind -11.0 and Pf apPOL inh 2.5.
O=S(=O)(Cc1ccccc1)N1CCC(Oc2ccc(-n3cnnn3)cc2)CC1 was read as mHTT CaM bind -2.4 and Pf apPOL inh -9.1.
For COc1cccc(C=C2Oc3cc(OCC(=O)O)ccc3C2=O)c1OC the results were mHTT CaM bind -3.1 and Pf apPOL inh 9.4.
`CCn1cc(C(=O)NC2CCCC2)c(=O)c2ccc(C)nc21` gave mHTT CaM bind -4.0 and Pf apPOL inh -3.2.
`COc1cc([N+](=O)[O-])ccc1N=Cc1cc([N+](=O)[O-])ccc1O` gave mHTT CaM bind 9.0 and Pf apPOL inh -39.1.
`Cc1cc(=O)n(CC(=O)Nc2cc(F)ccc2F)c(N2CCCC2)n1` gave mHTT CaM bind -7.7 and Pf apPOL inh -1.3.
CN(C)C(=S)Cc1ccc(Cl)cc1 was read as Pf apPOL inh 0.3&-14.0.
For COc1ccc(Cl)cc1C(=O)Nc1c2c(nn1-c1ccc(C)cc1)CS(=O)(=O)C2 the results were mHTT CaM bind 3.0 and Pf apPOL inh -1.9.
For CN1C(=S)NC(C)(C)CC1(C)O (centres undefined) the results were mHTT CaM bind -6.4.
C=CCSc1nnc(-c2ccccc2NC(C)=O)c(=O)[nH]1 was read as mHTT CaM bind -1.0 and Pf apPOL inh -71.5.
COc1ccc(-c2cc3c(c4c2ccn4C)C2CCC3C2)cn1 (centres undefined) was read as mHTT CaM bind 52.6* and Pf apPOL inh -1.4.
O=C(Nc1cccn2ncnc12)c1ccc(OC(F)(F)F)cc1 was read as mHTT CaM bind 3.7 and Pf apPOL inh -1.6.
For c1ccc(CN2CCN(Cc3cccnc3)CC2)cc1 the results were mHTT CaM bind -7.2 and Pf apPOL inh -0.7.
O=C1S/C(=C\c2ccccc2Cl)C(=O)N1CN1CCCCC1 was read as mHTT CaM bind 1.0 and Pf apPOL inh -2.9.
Screening COc1ccccc1-c1nc(C2CCN(C(=O)Cc3ccc(F)cc3)CC2)no1 returned mHTT CaM bind 13.7 and Pf apPOL inh -1.7.
`O=C1c2ccccc2-c2nc3ncnn3c(-c3ccc4c(c3)OCO4)c21` gave mHTT CaM bind -2.7 and Pf apPOL inh -2.3.
`COc1ccc(CC(=O)Nc2nnc(-c3ccsc3)o2)cc1OC` gave mHTT CaM bind 48.6 and Pf apPOL inh -5.3.
CN=C(C)C(C(=O)OC)=C(O)c1ccc(C(F)(F)F)cc1 was read as Pf apPOL inh -5.6&-1.4.
Screening CSc1cccc(C(=O)Nc2nc(-c3ccc(C#N)cc3)cs2)c1 returned mHTT CaM bind 7.8 and Pf apPOL inh -3.7.
Cc1cc(C(=O)NCc2cccnc2-c2ccccc2)no1 was read as mHTT CaM bind -2.8 and Pf apPOL inh -8.4.
For COc1cc(SC)ccc1C(=O)Nc1ccon1 the results were mHTT CaM bind -0.3 and Pf apPOL inh -1.1.
Screening NS(=O)(=O)c1cc2c(cc1Cl)NC(C1CC3C=CC1C3)NS2(=O)=O (centres undefined) returned Pf apPOL inh -20.3.
Screening CN(C)c1ccc(C(=O)c2ccccc2C(=O)O)c(O)c1 returned mHTT CaM bind -6.7 and Pf apPOL inh -4.0.
`Brc1ccc(CSc2ncn[nH]2)cc1` gave mHTT CaM bind 0.7 and Pf apPOL inh -3.9.
`O=C(Nc1nc2n(n1)C(c1ccccc1)C=C(c1ccccc1)N2)c1ccccc1` (centres undefined) gave mHTT CaM bind 59.0* and Pf apPOL inh 0.3.
For c1csc(CN2CCN(c3ncnc4c3CCC4)CC2)c1 the results were mHTT CaM bind -6.2 and Pf apPOL inh 1.2.
CSc1cc(C(C)(C)C)[nH]n1 was read as Pf apPOL inh -9.3.
Screening O=C(Nc1ccc(-n2nncc2-c2ccccc2)cc1)c1ccc2c(c1)OCO2 returned mHTT CaM bind 11.0 and Pf apPOL inh -1.5.
For O=C1CC(c2ccccc2)CC2=C1C(c1ccco1)n1ncnc1N2 (centres undefined) the results were mHTT CaM bind -6.7 and Pf apPOL inh -3.2.

Some of these compounds in order of count of non-hydrogen atoms, descending.
For O=C1CC(c2ccccc2)CC2=C1C(c1ccco1)n1ncnc1N2 (centres undefined) the results were mHTT CaM bind -6.7 and Pf apPOL inh -3.2.
Screening CN(C)c1ccc(C(=O)c2ccccc2C(=O)O)c(O)c1 returned mHTT CaM bind -6.7 and Pf apPOL inh -4.0.
`Brc1ccc(CSc2ncn[nH]2)cc1` gave mHTT CaM bind 0.7 and Pf apPOL inh -3.9.
CSc1cc(C(C)(C)C)[nH]n1 was read as Pf apPOL inh -9.3.
